# Compound activity as filed in PubChem.
# MOR-DOR inv ag: inverse agonists of human mu-delta opioid receptor heterodimerization | P35372+P41143 | cell-based MOR-DOR heterodimer luminescence, inverse agonism | inhibition, % at 9.3 µM | actives 0.21% (n = 340,000); in the data active = inhibition above about 22%, passing the limit was not always enough;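 note: 0% = cells with DMSO and 100% = wells without cells with DMSO; values of inactives mirror those of a sister screen read the other way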
# V-ATPase pH: yeast V-ATPase proton transport regulation by pHLuorin. S. cerevisiae, pHLuorin cytosolic pH fluorescence. response, % at 10 µM. actives 0.37% (n = 350,000). AID 504577; in the data active = response mostly above about 7.3%, no sharp cut-off; inactive = mostly below about 5.4%; note: actives read high; inactives centre near 0; some compounds called inactive have numbers as strong as hits; reference of the scale not given here
# RTF Ca sens act: cardiac RTF calcium sensitization | actives 0.24% (n = 340,000) | IANBD-labeled TnC RTF fluorescence at EC20 calcium; 0% EC20 calcium, 100% full calcium | P19429+P45379 | AID 493008 | activation, % at 7.2 µM;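 active = activation above the mean over all tested compounds plus 3 SD, cut at about 30% in these data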;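 note: rise in fluorescence read as greater calcium sensitivity of cardiac thin filaments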
# Wnt act: activators of Wnt/beta-catenin signaling; Wnt/beta-catenin reporter cell assay, activator, plate reader; actives 1.2% (n = 300,000); activation, % at 9.35 µM; in the data active = activation above about 30%, passing the limit was not always enough;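 note: 0% = neutral control wells and 100% = positive control wells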
# LANA DNA inh: inhibitors of KSHV LANA C-terminal domain DNA binding. MBP-C-LANA/FAM-LBS DNA binding, fluorescence polarization. inhibition, % at 9 µM. actives 0.078% (n = 340,000);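 active = highest replicate inhibition at or above 60% at 9 µM, even if other replicates fall short; inactive = all replicates below 60% inhibition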;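 note: 0% = neutral control wells and 100% = 4 µM acridine orange control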
# OPRM1-OPRD1 ag: OPRM1-OPRD1 heterodimerization agonism; P35372+P41143; activation, % at 9.3 µM; cells, luminescence; actives 0.3% (n = 340,000); in the data active = activation above about 18%;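 note: 0% = vehicle-treated cells and 100% = reference agonist; values of inactives mirror those of a sister screen read the other way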
# Keap1-Nrf2 PPI: Keap1-Nrf2 (human) interaction inhibition; AID 504523; Q14145; Keap1 Kelch-Nrf2 peptide fluorescence polarization, 1536-well; inhibition, % at 9.4 µM; actives 0.15% (n = 340,000); in the data active = inhibition above about 12%;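 note: human Keap1 Kelch domain with fluorescein labeled Nrf2 9mer peptide probe; 0% = neutral control wells and 100% = peptide positive control; higher means more block of Keap1 binding to Nrf2 peptide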
# Target sequence (Q14145 whole entry, looked up, the tested form may be a part): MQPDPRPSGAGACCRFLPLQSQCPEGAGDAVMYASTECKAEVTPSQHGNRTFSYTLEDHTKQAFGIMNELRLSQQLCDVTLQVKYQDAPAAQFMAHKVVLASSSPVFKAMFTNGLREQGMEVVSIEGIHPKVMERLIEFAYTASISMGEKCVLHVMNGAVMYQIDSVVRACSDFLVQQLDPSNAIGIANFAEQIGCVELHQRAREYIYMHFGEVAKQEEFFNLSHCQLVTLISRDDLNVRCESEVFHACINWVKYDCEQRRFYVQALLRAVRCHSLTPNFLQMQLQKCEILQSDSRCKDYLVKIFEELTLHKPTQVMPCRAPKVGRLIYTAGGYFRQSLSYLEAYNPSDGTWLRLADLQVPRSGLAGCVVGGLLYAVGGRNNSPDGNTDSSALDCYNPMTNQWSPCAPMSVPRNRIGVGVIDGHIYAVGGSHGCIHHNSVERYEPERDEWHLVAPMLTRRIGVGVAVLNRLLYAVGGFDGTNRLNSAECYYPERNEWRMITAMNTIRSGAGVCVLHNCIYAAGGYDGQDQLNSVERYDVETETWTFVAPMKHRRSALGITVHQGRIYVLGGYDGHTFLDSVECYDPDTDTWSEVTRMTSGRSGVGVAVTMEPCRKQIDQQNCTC
# RTF Ca sens inh: cardiac RTF calcium desensitization | P19429+P45379 | IANBD-labeled cardiac RTF, Ca2+ fluorescence | inhibition, % at 7.15 µM | actives 0.12% (n = 340,000) | AID 493244;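 active = inhibition above the mean inhibition of all tested compounds plus 3 SD, cut at about 17% in these data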;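 note: assay run at fixed EC70 calcium of 1.6 mM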
# Pemphigus Ab inh: blocks pemphigus antibody binding to human desmoglein-3 | P32926 | DSG3-coupled beads, scFv-anti-DSG3-GFP binding, flow cytometry; active compounds read low | binding (percent of control), % at 10 µM | actives 0.48% (n = 310,000) | AID 588358;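 active = binding more than 3 SD below its plate's average and above zero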;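 note: hits lower antibody fragment binding to DSG3; some compounds called inactive have numbers as strong as hits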
# Arrestin-AP2 inh: human beta-arrestin and AP2 interaction inhibition | inhibition, % at 10 µM | FITC-arrestin peptide / GST-AP2 beads, flow cytometry; AP2 beta2 appendage carries R879A mutation | actives 0.31% (n = 340,000);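 active = inhibition above a set limit, near 3 SD of compounds lacking own fluorescence, cut at about 54% in these data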;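 note: plate controls were DMSO wells for no effect and 5 µM unlabelled arrestin peptide for full effect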
#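 System: GST-AP2 R879A glutathione beads | Also added: FITC-arrestin peptide, 50 nM | Times: 12 min plus 1 h, RT | Signal: Bead flow cytometry, FITC channel | Buffer or medium: PBS with 0.05% Tween 20 and 0.1% BSA | Read-out basis: Percent drop in bead-associated FITC signal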
# * marks the source's active call; other numbers are inactive results; nt = not tested or not shown.
SMILES	MOR-DOR inv ag	V-ATPase pH	RTF Ca sens act	Wnt act	LANA DNA inh	OPRM1-OPRD1 ag	Keap1-Nrf2 PPI	RTF Ca sens inh	Pemphigus Ab inh	Arrestin-AP2 inh
CCCn1c(SCC(=O)NCCc2ccccc2)nnc1-c1cccnc1	0	4	8	nt	-0.2	0.1	-1	-6	117	7
O=C(Cn1cnc2c(nc3n2CCCCC3)c1=O)Nc1cccc(C(F)(F)F)c1	13	-1	3	-2	-0.6	-2.5	-2	-4	96	-15
Cc1cccc(-c2cnn(-c3cccc([N+](=O)[O-])c3)c2N)c1	-14	-8	0	7	0.3	2.4	1	0	100	-1
Clc1ccc(-c2c[n+](Cc3ccc(Br)cc3)c3n2CCCCC3)cc1	8	-4	-2	0	-0.7	-1.5	-2	-5	116	-10
COc1ccccc1N(CC(=O)N(CC(C)C)CC(C)C)S(=O)(=O)c1cccs1	11	0	1	-1	0.1	-2.2	3	-10	93	-10
CCOC(=O)C1CCN(C(=O)c2cc3c(-c4ccc(OC)c(OC)c4)nn(C)c3s2)CC1	5	-1	-2	nt	2.0	-0.8	1	-3	107	2
COC(=O)c1sc(NC(=O)c2c(F)cccc2F)c(C#N)c1C	19	6	3	0	-0.5	-3.8	-6	-2	112	12
CCOC(=O)C1(CC2CCCCO2)CCN(S(=O)(=O)c2c(C)nn(C)c2C)CC1 (centres undefined)	10	-3	-6	0	-0.2	-2.1	0	-18	108	-4
O=C(Cc1ccccc1)NC1CCN(S(=O)(=O)c2ccc(C(=O)O)cc2)CC1	5	-1	2	nt	-0.6	-0.8	0	6	98	25
N=C1c2ccccc2CN1NC(=O)c1cccc(S(=O)(=O)N2CCOCC2)c1	5	-1	4	-4	0.1	-0.7	-2	-12	90	5
COc1cc(/C=C/c2ccc3cccc([N+](=O)[O-])c3n2)ccc1OCC(=O)O	3	1	3	3	1.3	-0.5	-2	-15	93	-5
COc1ccc(NS(=O)(=O)c2c(C)cc(C)cc2C)cn1	-6	-4	-8	0	3.2	1.1	6	-4	99	46
CN1c2ccccc2Sc2cc(N)ccc21	-9	0	-6	0	-0.7	1.9	-4	6	94	16
Nc1cc(=O)[nH]c(SCC(=O)Nc2ccccc2-c2ccccc2)n1	9	3	3	-1	0.4	-1.9	-6	-5	119	7
Nc1nc(SCC(=O)Nc2cc(Cl)c(Cl)cc2Cl)n[nH]1	6	0	-4	-4	-0.2	-1.1	-3	3	94	15
NC(=O)c1oc2ccc(Cl)cc2c1N	7	1	0	nt	-2.9	-1.1	-3	-13	104	17
CCc1ccc(NC(=O)Cn2ccn(-c3cccc(Cl)c3)c(=O)c2=O)cc1	18	1	3	-2	0.7	-3.4	1	-6	106	-6
Clc1ccc(OCCOCCN2CCc3ccccc3C2)c(Cl)c1	-30	-6	-1	nt	0.4	4.5	-3	-11	109	-8
COc1cc(/C=C/C(=O)O)ccc1OS(=O)(=O)c1ccc(C)cc1	3	-1	-2	-1	-0.8	-0.5	-2	0	104	14
Cc1cc(OC(=O)C(c2ccccc2)c2ccccc2)c([N+](=O)[O-])c(=O)[nH]1	3	3	-2	-1	-0.7	-0.6	-6	1	107	-6

# Look-ups from the entries so far:
# Under Keap1-Nrf2 PPI, CCCn1c(SCC(=O)NCCc2ccccc2)nnc1-c1cccnc1 has -1
# Under MOR-DOR inv ag, O=C(Cn1cnc2c(nc3n2CCCCC3)c1=O)Nc1cccc(C(F)(F)F)c1 has 13

# (continued)
SMILES	MOR-DOR inv ag	V-ATPase pH	RTF Ca sens act	Wnt act	LANA DNA inh	OPRM1-OPRD1 ag	Keap1-Nrf2 PPI	RTF Ca sens inh	Pemphigus Ab inh	Arrestin-AP2 inh
CCCN1C(=O)c2ccccc2NC1c1ccc(OC)c(CSc2ccccn2)c1 (centres undefined)	-118	-2	-2	-3	-0.8	22*	0	3	99	7
O=C(c1ccoc1)N1CCC2(CC1)Oc1ccc(Cl)cc1C(=O)C21CC(c2cccnc2)=NO1 (centres undefined)	13	-1	3	-6	5.6	-2.4	4	-14	106	-3
COc1ccc(N=Nc2ccc(O)c(P(=O)(c3ccccc3)c3ccccc3)c2)cc1	4	2	-3	1	-6.6	-0.9	-1	-7	99	-1
COc1ccccc1NC(=O)CCc1nc2ccccc2s1	5	-2	5	11	1.2	-0.9	-4	-2	97	13
C/C(=N\O)C(=O)NCCN1CCCCC1	-6	3	7	-2	0.2	1.0	-2	-32	97	9
Cc1ccc2cccc(SCC(=O)Nc3ccc(F)cc3)c2n1	12	-3	-3	2	0.5	-2.7	3	-4	98	-18
O=[N+]([O-])c1ccc2c(c1)/C(=N\O)c1ccccc1-2	-27	-1	0	0	4.5	5.4	-1	-4	nt	-6
COc1cccc(C2C3=C(CCCC3=O)Nc3[nH]n(-c4ccccc4)c(=O)c32)c1 (centres undefined)	27	-1	-1	-1	-1.6	-5.3	0	-11	77	5
CNC(=O)COC(=O)C1CCN(S(=O)(=O)c2ccc3c(c2)OCCO3)CC1	10	3	5	3	1.5	-1.9	3	5	95	-2
CN1CCCC(CC2Oc3ccccc3Sc3ccccc32)C1 (centres undefined)	15	3	-13	-3	1.3	-2.9	1	-2	81	-1
O=C(CCCn1cnc([N+](=O)[O-])n1)Nc1ccc(Cl)c(Cl)c1	-13	3	-2	-4	0.1	2.3	-2	-9	96	1
CCOC(=O)C1C(=O)CC(C)(O)C(C(=O)OCC)C1c1ccc(OC)cc1 (centres undefined)	7	-1	-2	1	-1.3	-1.3	-4	-2	87	-1
CC(C)OCCCn1c(=NC(=O)c2cccs2)c(C#N)cc2c(=O)n3ccccc3nc21	nt	-8	nt	9	nt	nt	nt	nt	112	29
NC(=O)C1(N2CCCCC2)CCN(C2CC(=O)N(CCc3ccccc3)C2=O)CC1 (centres undefined)	8	-6	4	0	0.2	-1.8	-4	1	nt	5
COc1ccc(/C=N/N=C2/NC(=O)C(CC(=O)O)S2)cc1OCc1ccc(Cl)cc1 (centres undefined)	6	1	-3	nt	-0.6	-1.1	-3	7	104	37
COc1cc(N)c(Cl)cc1Cl	nt	0	nt	0	-0.5	nt	-5	nt	nt	-15
COc1ccccc1-c1cn[nH]c1-c1ccc(OCc2ccc(F)cc2)cc1O	-60	0	4	2	0.5	11	-1	4	103	-5
CN1CCN(C(=O)c2cccn(Cc3c(Cl)cccc3Cl)c2=O)CC1	17	0	-2	-2	-0.1	-3.7	3	3	98	-2
CCC(CC)c1nn2c(N)c(/C=C3\C(C)=Nc4ccccc43)c(=O)nc2s1	nt	-1	nt	-1	nt	nt	nt	nt	99	-4
COCCCn1c(SCC(=O)NC2CCCCC2)nnc1-c1ccncc1	11	1	0	1	-0.1	-2.2	1	1	96	6
CN(C)c1ccc(-n2cc3c(=O)n(C)c(=O)n(C)c3c2)cc1	7	1	1	nt	-2.6	-1.6	-4	-4	106	8
COc1ccc(/C=C(\NC(=O)c2ccc(OC)cc2)C(=O)N2CCCCC2)cc1	7	6	-1	3	0.6	-1.5	-2	1	93	1
O=C(COC(=O)c1cc(Cl)ccc1O)Nc1cc(C(F)(F)F)ccc1N1CCOCC1	-16	-2	-4	-3	2.6	3.3	-4	-7	115	-1
CN(CCOc1ccccc1)C(=O)c1cc(S(=O)(=O)N2CCOCC2)ccc1Cl	-3	0	-7	-1	0.2	0.4	0	-2	100	1
CC(=O)c1cccc(NC(=O)N2CCC(NC(=O)C3CCCCC3)CC2)c1	7	-3	-3	1	1.8	-1.1	-2	-14	101	10
O=C(O)/C(=C\c1cccc(F)c1)c1ccc(S(=O)(=O)N2CCCCC2)s1	-2	4	-1	-2	9.8	0.3	-3	-3	94	-3
O=C(CSc1nnc(CNC(=O)c2cccs2)o1)Nc1ccc(F)cc1F	11	3	-4	2	0.0	-2.1	-5	-4	111	-3
O=C(COC(=O)/C=C/c1cccs1)Nc1nc(-c2ccccc2)cs1	-8	-2	-6	nt	-1.1	1.2	-2	-10	80	11
Cc1oc(-c2cccc(F)c2)nc1CN1CCCN(C(=O)c2ccco2)CC1	8	-2	0	5	0.1	-1.5	-9	-7	69	9
O=C(NCc1ccccc1)c1ccc(S(=O)(=O)Nc2cccc(C(F)(F)F)c2)cc1	-5	6	-3	-2	1.1	0.9	-2	-3	101	3
CCCCC[C@@H]1C=C(C(=O)O)[C@H](c2cccc(C)c2)N1S(=O)(=O)c1ccc(C)cc1	9	3	-4	-1	1.8	-1.9	5	-4	103	21
COc1ccccc1NS(=O)(=O)c1cccc(NC(=O)c2cncc(Br)c2)c1	0	2	-8	-8	1.9	-0.1	-3	6	99	6
Nc1nonc1-n1nnc(C(=O)N/N=C/c2cccc(Cl)c2)c1CSc1ccccc1	nt	-6	nt	-3	nt	nt	nt	nt	105	10
COc1ccc(Cl)cc1NC(=S)NCCc1ccc(S(N)(=O)=O)cc1	0	0	1	-9	0.1	0.1	-2	4	99	1

# With a hit mark in OPRM1-OPRD1 ag, of those listed so far:
mol | MOR-DOR inv ag | V-ATPase pH | Wnt act | LANA DNA inh | OPRM1-OPRD1 ag | Keap1-Nrf2 PPI | Pemphigus Ab inh | Arrestin-AP2 inh
CCCN1C(=O)c2ccccc2NC1c1ccc(OC)c(CSc2ccccn2)c1 (centres undefined) | -118 | -2 | -3 | -0.8 | 22* | 0 | 99 | 7

# Filtered by structure: those above containing a thiophene ring, fused or not.
SMILES	MOR-DOR inv ag	V-ATPase pH	RTF Ca sens act	Wnt act	LANA DNA inh	OPRM1-OPRD1 ag	Keap1-Nrf2 PPI	RTF Ca sens inh	Pemphigus Ab inh	Arrestin-AP2 inh
COc1ccccc1N(CC(=O)N(CC(C)C)CC(C)C)S(=O)(=O)c1cccs1	11	0	1	-1	0.1	-2.2	3	-10	93	-10
CCOC(=O)C1CCN(C(=O)c2cc3c(-c4ccc(OC)c(OC)c4)nn(C)c3s2)CC1	5	-1	-2	nt	2.0	-0.8	1	-3	107	2
COC(=O)c1sc(NC(=O)c2c(F)cccc2F)c(C#N)c1C	19	6	3	0	-0.5	-3.8	-6	-2	112	12
CC(C)OCCCn1c(=NC(=O)c2cccs2)c(C#N)cc2c(=O)n3ccccc3nc21	nt	-8	nt	9	nt	nt	nt	nt	112	29
O=C(O)/C(=C\c1cccc(F)c1)c1ccc(S(=O)(=O)N2CCCCC2)s1	-2	4	-1	-2	9.8	0.3	-3	-3	94	-3
O=C(CSc1nnc(CNC(=O)c2cccs2)o1)Nc1ccc(F)cc1F	11	3	-4	2	0.0	-2.1	-5	-4	111	-3
O=C(COC(=O)/C=C/c1cccs1)Nc1nc(-c2ccccc2)cs1	-8	-2	-6	nt	-1.1	1.2	-2	-10	80	11

# The order is random (roughly 3.1% active in at least one column).
